High-throughput results from PubChem BioAssay.
Mac1 fbg enh = CD11b/CD18-fibrinogen binding enhancement | hit rate 0.07% among 93,000 | activation, % at 10 µM | K562 CD11b/CD18 adhesion to fibrinogen, ATPlite luminescence | P05107+P11215;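 active = 10 µM primary screen giving 50% or more activity, confirmed by 40% or more on retest at that dose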; also: strong numbers were not always called active; reference of the scale not given here
FAK blocker = inhibitors of human focal adhesion kinase. hit rate 0.84% among 97,000. biochemical FAK kinase activity assay. Q05397. AID 727. inhibition, %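 (tested at 7 µM)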; in the data active = inhibition above about 19%;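 also: 0% = DMSO and 100% = reference compound high control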
ERa coact pot = enhances coactivator binding to human estrogen receptor alpha; P03372; TR-FRET ERalpha-LBD/SRC-Cy5 coactivator binding, 2 h; 100 = basal binding, no effect; coactivator binding (% of control), % at 25.6 µM; hit rate 1.3% among 86,000; in the data active = activity above about 200%;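 also: binding measured in presence of low estradiol as agonist stimulus; 0% = peptide alone without receptor and 100% = receptor with peptide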
Rev-RRE block = HIV Rev-RRE protein-RNA interaction inhibition; P05866; Rev peptide-RRE RNA binding, FRET; inhibition, % at 8 µM; hit rate 0.79% among 97,000;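 active = inhibition above the screen-wide mean plus 3 SD, cut at about 35% in these data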;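 also: 0% = median DMSO wells and 100% = median Neomycin B control wells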
Target sequence (P05866 whole entry, looked up): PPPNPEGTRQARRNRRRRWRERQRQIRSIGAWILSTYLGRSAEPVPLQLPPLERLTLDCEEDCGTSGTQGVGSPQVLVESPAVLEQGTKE
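Probe or stimulus: fluorescein-Rev peptide as binding partner; assay system: Cy5-tagged RRE RNA duplex with fluorescein-tagged Rev peptide; timing: 5 min compound–RNA preincubation, then 15 min with peptide, 25 °C; medium: HEPES pH 7.5 buffer with KCl, MgCl2, NaCl and EDTA; signal: fluorescein-to-Cy5 FRET, 480 nm excitation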
ERa SRC1 inh = blocks coactivator binding to human estrogen receptor alpha | inhibition, % at 25.6 µM | hit rate 1.7% among 86,000 | AID 629 | P03372 | TR-FRET ER-alpha LBD / SRC-1 peptide, estradiol-bound; in the data active = inhibition above about 50%;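 also: 0% = receptor plus peptide control and 100% = peptide only without receptor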
ERb coact inh = ER-beta (human) coactivator binding inhibition. TR-FRET ER-beta LBD / SRC1-Cy5 peptide binding; receptor agonist-loaded with 1 µM estradiol. inhibition, % at 25.6 µM. hit rate 1.3% among 86,000;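 active = compounds whose percent inhibition of the receptor-coactivator binding signal exceeds about 50% in the single-dose screen, limit read from the data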;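 also: 0% = receptor plus peptide wells without compound and 100% = peptide-only wells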
PLK1 PBD inh = inhibitors of human Plk1 polo box domain binding | P53350 | Plk1 PBD phosphopeptide binding, fluorescence polarization | inhibition, %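 (tested at about 20 µM)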 | hit rate 0.13% among 97,000 | AID 693; in the data active = inhibition above about 34%, passing the limit was not always enough
Target sequence (P53350 whole entry, looked up, the tested form may be a part): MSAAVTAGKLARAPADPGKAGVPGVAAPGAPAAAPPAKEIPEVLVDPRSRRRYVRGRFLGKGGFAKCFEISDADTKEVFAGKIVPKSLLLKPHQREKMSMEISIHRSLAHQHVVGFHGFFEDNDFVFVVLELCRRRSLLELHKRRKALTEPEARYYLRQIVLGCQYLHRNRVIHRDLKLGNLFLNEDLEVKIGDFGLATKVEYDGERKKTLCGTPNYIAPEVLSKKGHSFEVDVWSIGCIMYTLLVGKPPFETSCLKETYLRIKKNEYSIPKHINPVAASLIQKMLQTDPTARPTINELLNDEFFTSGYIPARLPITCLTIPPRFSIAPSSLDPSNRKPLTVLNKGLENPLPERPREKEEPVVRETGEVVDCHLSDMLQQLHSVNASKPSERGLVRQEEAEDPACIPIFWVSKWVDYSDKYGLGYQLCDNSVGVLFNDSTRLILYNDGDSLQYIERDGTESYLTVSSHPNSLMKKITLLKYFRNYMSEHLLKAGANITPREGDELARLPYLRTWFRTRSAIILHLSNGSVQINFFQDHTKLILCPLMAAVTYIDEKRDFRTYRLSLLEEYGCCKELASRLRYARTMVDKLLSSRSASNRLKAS
PLK1 inh = inhibitors of human PLK1 kinase. recombinant PLK1 kinase, TR-FRET peptide phosphorylation. inhibition, % at 10 µM. hit rate 0.53% among 97,000. AID 619;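 active = inhibition of 50% or more in the single-concentration screen; inactive = inhibition below 50%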;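 also: 0% = DMSO max control and 100% = H-89 dihydrochloride min control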
CD11b adhes inh = inhibitors of human CD11b/CD18 binding to fibrinogen. inhibition, % at 10 µM. P05107+P11215. AID 1497. hit rate 0.54% among 93,000. K562 CD11b/CD18 adhesion to fibrinogen, ATPlite luminescence; Mn2+ added to activate the integrin;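 active = primary inhibition of 50% or more at 10 µM, then 40% or more on retest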; also: some results filed as inactive read as strong as hits
* marks the source's active call; other numbers are inactive results; nt = no result given; [ ] = another dose, or the depositor's remark.

Start of the listing, in advance (3 entries):
SMILES	Mac1 fbg enh	FAK blocker	ERa coact pot	Rev-RRE block	ERa SRC1 inh	ERb coact inh	PLK1 PBD inh	PLK1 inh	CD11b adhes inh
c1ccc(-n2nnnc2N2CCOCC2)cc1	-4.2	-1.3	118.8	4.1	4.9[fluorescence artefact?]	8.6[fluorescence artefact?]	-7.3	-2.4	39.4
COc1cccc(-c2ccc(C#N)c(SCC(=O)NCCc3cccc(Cl)c3)n2)c1	nt	-15.0	nt	6.7	nt	nt	6.2	-15.3	nt
CCOc1ccc(C2CC(=O)NC(SCC(=O)OC)=C2C#N)cc1 (stereo not drawn)	-0.8	2.2	94.9	-1.5	7.6	-1.9	-3.4	-12.0	4.6

The list itself (from the top)
SMILES	Mac1 fbg enh	FAK blocker	ERa coact pot	Rev-RRE block	ERa SRC1 inh	ERb coact inh	PLK1 PBD inh	PLK1 inh	CD11b adhes inh
c1ccc(-n2nnnc2N2CCOCC2)cc1	-4.2	-1.3	118.8	4.1	4.9[fluorescence artefact?]	8.6[fluorescence artefact?]	-7.3	-2.4	39.4
COc1cccc(-c2ccc(C#N)c(SCC(=O)NCCc3cccc(Cl)c3)n2)c1	nt	-15.0	nt	6.7	nt	nt	6.2	-15.3	nt
CCOc1ccc(C2CC(=O)NC(SCC(=O)OC)=C2C#N)cc1 (stereo not drawn)	-0.8	2.2	94.9	-1.5	7.6	-1.9	-3.4	-12.0	4.6
O=C(c1ccccc1)C(Cn1cncn1)C(Sc1ccccc1)c1ccccc1 (stereo not drawn)	-0.6	0.2	nt	4.7	nt	nt	-0.5	-15.6	7.1
CCOC(=O)c1cccc(NC(=O)CSc2nnc(C3CCCCC3)n2C)c1	3.6	-1.2	95.5	-0.5	4.0	-7.9	-19.3	7.3	-17.8
CC(=O)c1c(O)cc(=O)n(-c2ccccc2)c1-c1ccc(C)cc1	nt	2.2	nt	1.8	nt	nt	-0.1	-6.0	nt
O=C(NCCCN1CCOCC1)c1cc(-c2ccc(Cl)cc2)on1	nt	4.8	99.7	5.4	2.9	-11.7[fluorescence artefact?]	-9.0	-5.8	nt
Nc1nc(SCc2nc(-c3ccccc3)no2)[nH]c(=O)c1-c1ccccc1	-3.6	-1.6	81.5	7.4	-1.4	-7.9	-8.4	-1.2	-6.9
CCn1c(=O)cc(SCC(=O)NCc2cccnc2)c2ccccc21	nt	1.6	93.7[fluorescence artefact?]	9.8	-3.6	6.7[fluorescence artefact?]	9.8	5.9	nt
Cn1c(C(=O)N2CCC(C(=O)N3CCOCC3)CC2)cc2sccc21	-0.6	nt	81.1	nt	-1.7	-3.8	nt	nt	10.0
Cc1cc(OC2CCCCC2)nc(-c2ccccc2O)n1	-2.5	0.9	107.8	18.1	22.5	15.9[fluorescence artefact?]	-14.7	-5.1	-2.8
COC(=O)c1cc(OC)c(OC)cc1NC(=O)CCC1CCCC1	0.5	-13.2	124.0	-0.5	-5.8	3.3	7.3	-4.1	-5.4
CC(C)CC(=O)Nc1ccccc1-c1nnn(CC(=O)N2CCOCC2)n1	-0.9	1.6	96.8	4.9	3.2	12.1[fluorescence artefact?]	-1.1	-5.0	-4.5
COC(=O)N(C)c1ccccc1C(=O)N1CCOCC1	2.4	6.2	114.2	8.0	-0.2	-7.3[fluorescence artefact?]	12.5	-11.0	20.9
CC(c1nc2ccccc2o1)N1C(=O)c2ccccc2C1=O (stereo not drawn)	nt	-1.2	97.5	2.0	0.7	-5.0	-14.2	-8.9	nt
COc1ccc(OC)c(CNC(=O)CCNC(=O)Cn2ccc3ccccc3c2=O)c1	nt	0.4	104.6	-4.1	-20.4	-24.1	27.3	-6.5	nt
COc1ccc(C(=O)CSc2nc(C)cc(=O)[nH]2)cc1	4.0	nt	107.4	nt	-6.8	-5.9	nt	nt	-9.1
CC(c1ccccc1)C1C(C#N)=C(N)OC2=C1C(=O)CC(C)(C)C2 (stereo not drawn)	1.4	-0.4	106.9	8.3	16.2	6.5[fluorescence artefact?]	-26.3	1.3	6.3
Cc1cc(N(C)C)nc(SC(C)C)n1	-1.7	1.0	108.2	1.3	0.9	8.6	-9.7	-8.0	1.1
NC(=O)COc1ccccc1/C=C1/SC(=O)N(CC(=O)N2CCc3ccccc3C2)C1=O	nt	-1.2	nt	1.7	nt	nt	7.8	6.3	nt
COC(=O)CN(c1ccccc1F)S(=O)(=O)c1ccccc1	-4.3	nt	134.6	nt	8.0	9.9	nt	nt	-33.3
CC(=O)c1sc(NC(=O)c2ccco2)nc1-c1ccccc1	-0.1	-3.5	101.5	1.6	-0.5	-5.4[fluorescence artefact?]	15.7	13.2	-3.0
Cc1ccc(Cl)c2c1NC(=O)C2(O)CC(=O)c1ccc(F)cc1 (stereo not drawn)	0.0	-5.3	101.7	-2.3	2.8	9.2	-18.7	-2.0	-9.6
CCCCC(=O)Nc1ccc(C(=O)N2CCCC(C(=O)OCC)C2)cc1 (stereo not drawn)	6.7	-0.1	114.9	3.4	12.1	3.5	-9.9	-12.8	4.2
COc1ccc(-c2ccc(C3C(C#N)=C(N)Oc4n[nH]c(C)c43)o2)cc1 (stereo not drawn)	nt	5.2	93.9[fluorescence artefact?]	52.3*	-20.4[fluorescence artefact?]	-13.3	-12.8	35.7	nt
Remaining list, next part.
SMILES	Mac1 fbg enh	FAK blocker	ERa coact pot	Rev-RRE block	ERa SRC1 inh	ERb coact inh	PLK1 PBD inh	PLK1 inh	CD11b adhes inh
COc1ccc(OC(C)C(=O)N2CCOCC2)cc1 (stereo not drawn)	7.6	4.0	126.0[fluorescence artefact?]	1.9	3.2	-1.8	0.1	-22.3	-10.8
Cc1ccc(C(C(=O)NC2CCCCC2)N(C(=O)c2csnn2)C2CC2)o1 (stereo not drawn)	-4.0	2.2	90.3	-1.0	-6.1	0.0	4.7	-12.6	-8.0
COc1ccc(N2CC(O)=C(c3nc(C)cs3)C2=N)cc1	-3.7	-0.5	111.2	9.5	-9.6	5.3	-5.4	-15.2	3.9
Cc1nc2ccccc2c(=O)n1NC(=O)c1c(O)c2c(n(CC(C)C)c1=O)CCCC2	nt	2.8	96.4	3.0	-2.2	1.0	-16.2	-16.9	nt
N#Cc1ccc(Nc2ccccc2)c(N)c1	nt	2.0	100.8	1.4	-2.3	-4.4	3.5	-2.9	nt
Cc1ccc(C(=O)NC(=S)Nc2ccc(-c3cc4ccccc4oc3=O)cc2)c(C)c1	nt	-4.0	nt	10.0	nt	nt	-25.4	-31.5	nt
CCOCCCNCc1ccc(OC)c(OC)c1	0.4	1.0	133.3[fluorescence artefact?]	8.9	-2.4	-3.9	-2.6	8.7	-2.4
Cc1onc(-c2c(Cl)cccc2Cl)c1C(=O)N/N=C(\N)COc1ccc(Cl)cc1	5.3	5.7	nt	0.8	nt	nt	-17.1	-6.2	-2.1
CCOC(=O)CSc1nc2c(c(=O)[nH]c(=O)n2C)n1C/C=C(/C)Cl	3.2	-2.6	72.9	-0.9	11.3	7.3	-27.2	2.1	-12.6
CC(C)C(C(=O)Nc1nccs1)c1ccccc1 (stereo not drawn)	2.1	-4.6	112.3	-3.8	9.1	27.8	37.0	-14.3	-10.0
Cc1c(C#N)c2ccccc2n1CC(=O)NCc1ccccc1	nt	1.8	115.0	3.6	0.1	8.1	4.3	-7.4	nt
COc1ccc(CCNC(=O)Cn2c(=O)n(Cc3ccco3)c(=O)c3ccc(Cl)cc32)cc1OC	-0.5	nt	111.7	nt	0.2	12.1	nt	nt	25.8
CCOc1cc(CNc2ccc(Br)cc2)cc(Br)c1OCC(=O)NC(C)(C)C	0.6	-0.3	nt	3.4	nt	nt	-25.5	-4.4	30.7
CCc1cn(S(=O)(=O)c2ccccc2OC)nc1N	-1.9	1.2	105.5	2.9	-2.4[fluorescence artefact?]	0.1[fluorescence artefact?]	-18.0	-0.5	-33.3
COc1cc2[nH]c3c(N4CCN(c5ccccn5)CC4)ncnc3c2cc1OC	-0.1	12.6	675.8*[fluorescence artefact?]	11.8	-1.4[fluorescence artefact?]	6.2[fluorescence artefact?]	-6.5	5.1	-3.6
Cc1ccc(NC(=O)c2sc3nc4c(c(-c5ccco5)c3c2N)CCC4)cc1	-4.2	1.0	72.3[fluorescence artefact?]	18.1	59.1*	42.5	5.3	-16.9	-6.0
O=C(CN1CCN(C(=O)c2ccco2)CC1)Nc1c2c(nc3c1CCC3)CCCC2	-3.0	-0.4	100.6	3.1	-4.6	-0.8[fluorescence artefact?]	17.6	-7.5	14.4
Cn1c(=O)n(C)c2cc(/C=N/n3cnnc3)ccc21	nt	0.6	99.8	0.2	-16.8	-20.6	5.6	1.9	nt
O=C(COc1ncnc2cc([N+](=O)[O-])ccc12)NCc1ccc2c(c1)OCO2	12.6	3.5	nt	10.2	nt	nt	3.5	-2.0	-1.8
Cn1c(SCC(=O)N2CCN(S(=O)(=O)c3ccc(Cl)cc3)CC2)nc2ccccc21	-2.2	0.4	nt	1.1	nt	nt	2.2	0.2	14.9
Cn1cccc1C(=O)OCc1cc(Cl)cc2c1OCOC2	-4.2	0.8	79.6[fluorescence artefact?]	14.3	1.9[fluorescence artefact?]	1.9[fluorescence artefact?]	-25.0	-5.5	-16.8
[O-][n+]1c2ccc3nonc3c2nn1-c1ccccc1Cl	0.8	nt	108.8	nt	0.2	0.6	nt	nt	-26.5
Clc1ccc(SCc2nc3ccccc3[nH]2)cc1	nt	3.1	nt	3.4	nt	nt	-17.1	-3.8	nt
COCCNC(=O)c1ccc2c(c1)ncn2-c1ccc(F)c(F)c1	nt	2.8	133.2	3.7	-1.3	-1.5[fluorescence artefact?]	-7.9	-3.7	nt
N#CC1(c2ccccc2)CCCN1C(=O)c1ccccc1Cl (stereo not drawn)	-2.3	-2.0	101.1[fluorescence artefact?]	3.9	-16.7	-7.9[fluorescence artefact?]	-16.4	-12.0	-3.0
COc1ccc(C2=NOC(C(=O)N3CCCCCC3)C2)cc1OC (stereo not drawn)	-6.8	-2.2	110.7	-3.9	-1.6	10.2	4.4	-6.3	2.2
O=C(NC1CCCCC1)C(c1cccs1)N(C(=O)C(F)(F)F)c1ccccc1 (stereo not drawn)	nt	6.1	nt	6.4	nt	nt	14.1	-9.4	nt
Cc1nnc(SCCOC(N)=O)n1C	-5.5	nt	109.9	nt	-12.5	-10.1	nt	nt	24.3

Look-ups from the results shown.
CCOc1cc(CNc2ccc(Br)cc2)cc(Br)c1OCC(=O)NC(C)(C)C | Mac1 fbg enh = 0.6
COc1ccc(CCNC(=O)Cn2c(=O)n(Cc3ccco3)c(=O)c3ccc(Cl)cc32)cc1OC | Mac1 fbg enh = -0.5
Cn1c(SCC(=O)N2CCN(S(=O)(=O)c3ccc(Cl)cc3)CC2)nc2ccccc21 | CD11b adhes inh = 14.9
Cc1c(C#N)c2ccccc2n1CC(=O)NCc1ccccc1 | ERa coact pot = 115.0
